Screening results: PubChem BioAssay, several laboratories
MsrA act: bovine MsrA enzyme activators, primary screen, biochemical, absorbance, HTS | Methionine sulfoxide reductase A (Bos taurus) | purified bovine MsrA, absorbance read-out | hit rate 0.3% among 360,000 | activation, % at 10.6 µM; in the data active means activation above about 7.5%;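 further: 0% = vehicle and 100% = reference activator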
FAS-TE inh: FAS thioesterase domain inhibitors, primary screen, biochemical, fluorescence intensity, uHTS; recombinant FAS-TE, OMFH fluorogenic substrate, fluorescence endpoint; inhibition, % at 15 µM; hit rate 0.67% among 360,000; AID 602261, 2012;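 active means compounds whose normalised, plate-corrected inhibition of enzyme fluorescence in the single-dose primary screen is 50% or more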;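 further: 0% = DMSO with enzyme and 100% = substrate without enzyme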
CSN inh: inhibitors of CSN-mediated cullin deneddylation, primary screen, biochemical, fluorescence polarization, uHTS; COP9 signalosome complex subunit 5 (Homo sapiens), Q92905; Purified CSN, SCF-Nedd8-OG deneddylation; inhibition, % at 12.5 µM; hit rate 0.38% among 360,000; AID 651999, 2013;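 active means pattern-corrected inhibition above about 35%, with an unprinted fluorescence ratio check between 0.5 and 1.5, limit read from the data, passing the limit was not always enough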;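 further: 0% = enzyme with substrate and 100% = substrate without enzyme; some results filed as inactive read as strong as hits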
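Test system: purified human Csn5 enzyme expressed in HEK293T cells. Amount: 0.24 nM enzyme. Reagent: SCFSkp2-Nedd8OG substrate at 10 nM final. Schedule: 90 min incubation of compound, enzyme and substrate at room temperature. Detection: fluorescence polarization. Read-out: % inhibition of substrate cleavage by Csn5.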
MT1-MMP act inh: blockers of MT1-MMP proenzyme processing, primary screen, HT1080 RFP-PRO-GFP cells, GFP/RFP fluorescence; AID 651647, 2012; hit rate 0.061% among 360,000; GFP/RFP ratio fluorescence, overnight; percent of plate control window, DMSO zero; GFP/RFP ratio change, % at 20 µM; Matrix metalloproteinase-14 (Homo sapiens), P50281;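 active means GFP/RFP ratio change of at least 30% with cell ATP level not reduced by more than half and red fluorescence within 50% of control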; further: strong numbers were not always called active
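Test system: HT1080 RFP-PRO-GFP cells; Benchmarks: DMSO and RFP-L50D-GFP cell wells; Timing: cells overnight before dosing, compound overnight, 37 °C, 5% CO2; Compound: one 20 µM compound dose with 1% DMSO; Read-out: GFP/RFP fluorescence ratio.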
Rpn11 block: Rpn11 (PSMD14) deubiquitinase inhibitors, primary screen, biochemical, fluorescence polarization, uHTS. human 26S proteasome, Ub4-pepOG fluorescence polarization; 20S core pre-blocked with epoxomicin. calls only at 20 µM. hit rate 0.59% among 360,000. AID 588493, 2011;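 active means inhibition at 20 µM, scaled to each plate's controls, above about 33%, limit read from the data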
MLLE-PAM2 inh: inhibitors of PABP1 MLLE–PAM2 peptide binding, primary screen, biochemical, fluorescence polarization, FITC-PAM2, GST-MLLE. Polyadenylate-binding protein 1 (Homo sapiens), P11940. inhibition, % at 20 µM. hit rate 0.36% among 360,000. AID 588489, 2011; in the data active means inhibition above about 35%, passing the limit was not always enough;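 further: plate controls were DMSO wells with GST-MLLE for no effect and wells lacking GST-MLLE protein for full effect; some results filed as inactive read as strong as hits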
MsrA inh: bovine MsrA enzyme inhibitors, primary screen, biochemical, absorbance, HTS; inhibition, % at 15.5 µM; Methionine sulfoxide reductase A (Bos taurus); purified bovine MsrA, absorbance read-out; hit rate 0.75% among 360,000; in the data active means inhibition above about 4.5%;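 further: 0% = vehicle wells with enzyme and 100% = reference inhibitor wells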
Rin1-Abl PPI inh: inhibitors of Rin1-Abl protein binding, primary screen, biochemical, TR-FRET | Tyrosine-protein kinase ABL1 (Homo sapiens) + Ras and Rab interactor 1 (Homo sapiens), … | hit rate 0.4% among 360,000 | inhibition, % at 7.35 µM; in the data active means inhibition above about 5%, passing the limit was not always enough
eLon inh: inhibitors of E. coli Lon protease, primary screen, biochemical, fluorescence polarization; P0A9M0; purified E. coli Lon protease; inhibition, % at 7.94 µM; hit rate 0.42% among 360,000; AID 602123, 2011; in the data active means inhibition above about 13%, passing the limit was not always enough;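 further: 0% = enzyme with probe and DMSO and 100% = no enzyme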
Active calls of the source: *; i = inactive; . = no result given; + = active, no number.

SMILES	MsrA act	FAS-TE inh	CSN inh	MT1-MMP act inh	Rpn11 block	MLLE-PAM2 inh	MsrA inh	Rin1-Abl PPI inh	eLon inh
Cc1cccc([N+](=O)[O-])c1NC(=O)CN(Cc1ccccc1)Cc1ccccc1	-9	19	-15	-12	i	4	-1.1	-4	7
CCOCCCNC(=O)CCc1ccc(S(=O)(=O)Nc2ccc(C)cc2)cc1	-2	-1	2	-1	i	24	-0.6	0	-15
CCc1nnc(NC(=O)[C@@H](NC(=O)c2cccc(S(=O)(=O)N(CC)CC)c2)C(C)C)s1	-11	-3	3	-3	i	-9	1.1	3	7
COc1ccccc1CC(=O)Nc1ccccc1O	-4	-3	-4	7	i	4	0.8	-1	-8
COc1ccc(OCC(=O)OCC(=O)NCc2ccco2)cc1	-6	-6	-3	3	i	1	0.4	-2	5
COc1ccc([C@@H]2[C@@H]3C(=O)N(C(C)(C)C)C(=O)[C@@H]3[C@]3(C)C(=O)N(c4ccc(C(F)(F)F)cc4)C(=O)N23)cc1	0	31	2	6	i	12	0.1	2	-4
COc1ccc(C(CCc2ccc(C)o2)NC(=O)Nc2ccc(OC)cc2OC)cc1 (centres undefined)	-4	18	-6	-2	i	4	1.6	-1	5
COc1ccc(CCN2C(=NC(=O)CCC(=O)O)SC3CS(=O)(=O)CC32)cc1 (centres undefined)	-3	-11	-1	3	i	-1	-0.9	1	-5
Cc1ccccc1-c1cnn(-c2cccc([N+](=O)[O-])c2)c1N	-1	34	-2	0	i	-7	0.0	2	0
CCOc1ccc(-c2nc(CSCC(=O)N3CCN(c4cccc(OC)c4)CC3)c(C)o2)cc1	-2	19	0	2	i	3	0.4	2	-3
C=CCOc1cccc(C2C(C(=O)c3ccc(C)o3)=C(O)C(=O)N2CCN(C)C)c1 (centres undefined)	-3	-2	3	-13	i	-6	0.4	0	10
CC(C)(C)NC(=O)NC(=O)COC(=O)CCC1CCCCC1	-3	21	-1	-4	i	-7	-1.2	0	2

Ordered by formula weight (highest first): part of the list above
SMILES	MsrA act	FAS-TE inh	CSN inh	MT1-MMP act inh	Rpn11 block	MLLE-PAM2 inh	MsrA inh	Rin1-Abl PPI inh	eLon inh
COc1ccc([C@@H]2[C@@H]3C(=O)N(C(C)(C)C)C(=O)[C@@H]3[C@]3(C)C(=O)N(c4ccc(C(F)(F)F)cc4)C(=O)N23)cc1	0	31	2	6	i	12	0.1	2	-4
CCc1nnc(NC(=O)[C@@H](NC(=O)c2cccc(S(=O)(=O)N(CC)CC)c2)C(C)C)s1	-11	-3	3	-3	i	-9	1.1	3	7
COc1ccc(CCN2C(=NC(=O)CCC(=O)O)SC3CS(=O)(=O)CC32)cc1 (centres undefined)	-3	-11	-1	3	i	-1	-0.9	1	-5
COc1ccc(OCC(=O)OCC(=O)NCc2ccco2)cc1	-6	-6	-3	3	i	1	0.4	-2	5
COc1ccccc1CC(=O)Nc1ccccc1O	-4	-3	-4	7	i	4	0.8	-1	-8

Additional compounds follow.
SMILES	MsrA act	FAS-TE inh	CSN inh	MT1-MMP act inh	Rpn11 block	MLLE-PAM2 inh	MsrA inh	Rin1-Abl PPI inh	eLon inh
Cc1nnc(SCC(=O)N2CCC(Cc3ccccc3)CC2)n(N)c1=O	-3	-3	-2	-3	i	8	-0.9	-2	-5
O=c1cc(-c2ccccc2Cl)oc2c([N+](=O)[O-])c(O)cc(O)c12	-2	6	2	-10	i	1	2.4	2	8
CCCN(C(=O)COC(=O)CNS(=O)(=O)c1ccc(NC(C)=O)cc1)C1CCS(=O)(=O)C1 (centres undefined)	0	-5	-5	0	i	0	-0.3	-1	-7
COc1ccc2nc3n(c(=O)c2c1)-c1ncccc1C(=O)NC3CC(C)C (centres undefined)	-1	-6	0	2	i	11	0.5	-4	-8
CC1CN(C(=O)COC(=O)c2cc(=O)[nH]c3ccccc23)CC(C)O1 (centres undefined)	-1	-9	-2	0	i	2	-0.7	0	-16
CC(O)(c1ccccc1)c1ccc2ccccc2n1 (centres undefined)	-1	2	0	3	i	0	-0.8	1	-5
COc1ccc(C(=O)N/N=C(\C)c2cccc(NC(=O)c3ccc(F)cc3)c2)c(OC)c1	-10	4	1	7	i	17	0.9	-3	7
O=C(OCC(=O)N1CCN(C(=O)c2ccco2)CC1)C1=COCCO1	-2	0	-3	1	i	6	-0.3	0	-5
CCOc1ccc(C(=O)CCC(=O)NCC(=O)Nc2c(C)cccc2C)cc1	-3	-9	0	0	i	9	0.1	2	-14
CC(=O)c1ccc(C(=O)N(CCN(C)C)c2nc3c(Cl)cccc3s2)cc1	-5	1	4	5	i	11	0.8	-4	-8
COc1ccccc1N(CC(=O)NCCc1ccccc1)C(=O)CCC(=O)Nc1ccccn1	1	-3	6	-1	i	8	0.0	-1	3
C=CCNC(=S)NNC(=O)c1ccc(Br)cc1	-3	-5	-9	4	i	-5	0.9	-3	-8
O=C(Nc1nc2ccccc2[nH]1)c1ccccc1OC(F)F	-2	-3	1	0	i	16	0.4	0	-15
O=C(c1ccccc1[N+](=O)[O-])n1cnc2ccccc21	-4	-7	5	0	i	-7	0.8	-1	0
CC1(C)CCc2cc(-c3ccn(S(=O)(=O)c4ccccc4Cl)n3)ccc2O1	-10	32	2	7	i	-11	2.2	2	-1
Cc1c(NC2=CC(=O)CC(C)(C)C2)ccc([N+](=O)[O-])c1C	-9	-12	3	0	i	-15	1.3	0	-3
O=C(NCC(c1cccs1)N1CCOCC1)c1cc(S(=O)(=O)N2CCOCC2)ccc1F (centres undefined)	3	-5	-2	2	i	-8	0.5	5	-3
O=C(CC(=O)NC1CCCCC1)N/N=C/c1cccc2ccccc12	-3	-7	-4	4	i	8	-0.1	-2	8
Cc1ccc(NC(=O)CCN2CCOCC2)cc1C	1	-7	-3	-1	i	-15	-1.0	2	0
COc1ccc(OC)c(NC(=O)C2C3CC4OC(=O)C2C4C3)c1 (centres undefined)	-4	-2	-1	-1	i	4	0.3	0	12
Cc1nc(SCCc2ccccc2)[nH]c(=O)c1C	-4	-9	3	4	i	-10	.	0	-6
CCN(CC)c1nc(N2CCOCC2)nc2ccccc12	-8	-2	4	-7	i	-8	-0.6	-1	-4
O=C(CN1C(=O)COc2ccccc21)NCCCN1CCc2ccccc2C1	4	-5	2	0	i	10	-0.3	0	0
Cc1cccc(NC(=O)CSc2nc(C3CC3)nc3ccccc23)c1	-1	4	24	0	i	-9	-0.7	2	-10
CC(C)(C)OC(=O)N1CCC[C@@H]1C(=O)N1CCC(C(=O)O)CC1	-4	-2	1	0	i	-1	-0.3	-1	1
COc1ccc(NC(=O)Cn2c(-c3ccccc3)cn(-c3ccc(C)cc3)c2=O)cc1	-2	16	-4	-1	i	-7	0.5	-1	5
CCOC(=O)/C(C#N)=C\C=C1C=CN(C)C=C1	-5	-41	123	-130	.	-162	0.0	-27	i
CCCCN(CC)CCCNC(=O)c1ccc(CSc2nc3ccncc3[nH]2)cc1	-3	-9	4	1	i	-25	-0.4	0	-7
COc1ccc2nc3cc(Cl)ccc3c(Nc3cc(CN4CCCC4)c(O)c(CN4CCCC4)c3)c2n1	1	-3	0	-6	i	-6	0.7	-11	4
Cc1cc(C)nc(/N=C(\N)Nc2cccc([N+](=O)[O-])c2)n1	-4	-7	0	-6	i	-2	-0.4	0	-11
COc1ccc(C(=O)N/C(=C/c2ccco2)C(=O)N2CCCCCC2)cc1	-2	-6	3	-11	+	-37	1.1	-5	-20
CCn1c(SCC#N)nc2c(c1=O)C1(CCCC1)Cc1ccccc1-2	-5	30	6	-1	i	-18	0.9	-6	1
CC(=O)Nc1ccc2sc(NC(=O)CN3CCOCC3)nc2c1	-3	-4	-4	-3	i	8	-0.6	-4	1
CC(C)(C)OC(=O)N1C(=O)[C@](OC(=O)c2ccccc2)(c2ccc(F)cc2)c2ccccc21	-1	22	-3	0	.	.	-0.7	.	-7
Cc1cccc(N(C)C(=O)C2CCCN2S(=O)(=O)c2cccc3nsnc23)c1 (centres undefined)	-8	-2	-6	-6	i	5	1.1	-5	-11
CC(=O)C1N=NCC1c1ccccc1 (centres undefined)	-1	-9	3	0	i	-13	0.8	3	-2
COCC(C)n1c(SCc2cc(C(=O)OC)c(C)o2)nc2ccccc2c1=O (centres undefined)	-3	27	9	-2	i	-21	0.6	-1	2
COc1ccccc1NC(=O)Nc1nc(CC(=O)N2CCN(c3ccccc3)CC2)cs1	0	4	0	5	i	1	-0.6	-2	1
Cc1nc(N2CCN(C(=O)c3cccs3)CC2)c2c3c(sc2n1)CCCC3	-6	15	-2	-6	i	-11	.	4	2
Cc1ccc(NS(=O)(=O)c2cccc3nsnc23)cc1[N+](=O)[O-]	-3	4	1	0	i	14	0.0	0	-2
Cc1cccc(N(C(=O)CCC(=O)Nc2cc(C)on2)C(C(=O)NC2CCCC2)c2cccnc2)c1 (centres undefined)	-2	-1	4	0	i	-9	0.2	0	-6
CNS(=O)(=O)c1ccc(NC(=O)c2ccoc2C)cc1	-2	-2	-3	1	i	2	0.2	0	-1
O=C(N/N=C/c1ccccc1Cl)c1cccc(F)c1	-11	-5	-1	2	i	-1	2.5	5	-6
CCn1c(CNc2ccccc2Cl)nnc1SCCN1CCCCC1	-1	-4	-2	3	i	-33	-0.5	-2	2
O=C(NNC(=O)c1ccc(Br)cc1)c1ccncc1	-3	-4	3	-1	i	-2	0.1	-2	0
Cc1cc(C)c(NC(=O)c2ccc3c(c2)CCN3S(C)(=O)=O)c(C)c1	-1	-2	5	0	i	-12	-1.1	-1	-9
CCCCn1nnnc1C(c1cc2ccccc2o1)N1CCN(CCN(C)C)CC1 (centres undefined)	-4	-16	-3	7	.	.	0.0	.	3
CCN(CCO)C(=O)C12CCC(C)(C(=O)C1)C2(C)C (centres undefined)	-4	-5	-2	-4	i	2	1.1	-3	1
Nc1nc(/C=C/c2ccc(F)cc2)nc(-c2ccccc2O)n1	-10	0	-5	1	i	20	0.1	3	1
COc1cccc(CNC(=O)C2CCCN(S(=O)(=O)c3cnc[nH]3)C2)c1 (centres undefined)	-5	-5	1	-6	i	0	-0.2	0	-9
CCC(=O)OCC(=O)Nc1ncc(C(F)(F)F)cc1Cl	-2	0	2	-2	i	-13	0.2	2	0
COc1ccccc1CCNC(=O)Cn1ccc2cc(S(=O)(=O)N3CCCC3)ccc21	-6	0	0	-1	i	8	0.3	3	5
Cc1nnc(NC(=O)C2CCCN2C(=O)Nc2ccccc2)s1 (centres undefined)	-9	-3	1	-3	i	10	-0.4	2	8
CC1CCC(=O)N(CCOc2ccccc2)CC1 (centres undefined)	-3	-15	-2	2	i	3	-0.5	1	5
COC(=O)Cn1c2ccccc2c2nc(=O)cc(C)n21	-6	-10	1	-1	i	-3	0.3	1	7
